Compound activity: PubChem, Sanford-Burnham Center for Chemical Genomics
ATG4B inhibitor = ATG4B protease inhibitors, primary screen, biochemical, fluorescence, uHTS | ATG4B cleavage of LC3-PLA2, NBD-HPC fluorescence, 1 h | 340,000 compounds, 0.51% hits | inhibition, % at 8.33 µM; in the data active means inhibition above about 40%
APOBEC3G inh = APOBEC3G DNA deaminase inhibitors, primary screen, biochemical, fluorescence, single-stranded DNA substrate, uHTS. recombinant A3G, ssDNA deamination FAM/TAMRA fluorescence. inhibition, % at 20 µM. 330,000 compounds, 0.28% hits;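 active means inhibition of at least 40% at 20 µM, with no more than 30% in the related APOBEC3A deaminase screen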;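 further: plate controls were DMSO wells with A3G for no effect and wells lacking A3G enzyme for full effect; some compounds called inactive have numbers as strong as hits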
Target sequence (Q9HC16 whole entry, looked up): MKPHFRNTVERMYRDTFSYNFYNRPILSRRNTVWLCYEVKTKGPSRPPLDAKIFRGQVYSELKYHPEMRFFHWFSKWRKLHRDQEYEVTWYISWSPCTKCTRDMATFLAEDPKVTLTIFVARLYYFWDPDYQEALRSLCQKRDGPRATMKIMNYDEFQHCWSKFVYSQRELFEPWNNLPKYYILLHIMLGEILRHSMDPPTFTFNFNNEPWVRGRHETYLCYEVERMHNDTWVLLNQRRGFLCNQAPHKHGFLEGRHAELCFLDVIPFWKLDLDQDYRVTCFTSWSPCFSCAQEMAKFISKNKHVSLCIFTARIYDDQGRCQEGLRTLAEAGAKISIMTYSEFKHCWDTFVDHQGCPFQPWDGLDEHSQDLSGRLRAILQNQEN
hIAP activ = human IAP activators, primary screen, biochemical, luminescence, uHTS; activation factor at 10 µM; AID 2524, 2010; purified human IAP, CDP-Star luminescence, 30 min; hits give high values; 1 = vehicle-only enzyme, 0 = enzyme-free background; Intestinal-type alkaline phosphatase (Homo sapiens), P09923; 330,000 compounds, 0.16% hits;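 active means activation factor of the enzyme at least 2-fold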; further: the source names both 10 and 20 µM as test concentration; values of inactives mirror those of a sister screen read the other way
Target sequence (P09923 whole entry, looked up): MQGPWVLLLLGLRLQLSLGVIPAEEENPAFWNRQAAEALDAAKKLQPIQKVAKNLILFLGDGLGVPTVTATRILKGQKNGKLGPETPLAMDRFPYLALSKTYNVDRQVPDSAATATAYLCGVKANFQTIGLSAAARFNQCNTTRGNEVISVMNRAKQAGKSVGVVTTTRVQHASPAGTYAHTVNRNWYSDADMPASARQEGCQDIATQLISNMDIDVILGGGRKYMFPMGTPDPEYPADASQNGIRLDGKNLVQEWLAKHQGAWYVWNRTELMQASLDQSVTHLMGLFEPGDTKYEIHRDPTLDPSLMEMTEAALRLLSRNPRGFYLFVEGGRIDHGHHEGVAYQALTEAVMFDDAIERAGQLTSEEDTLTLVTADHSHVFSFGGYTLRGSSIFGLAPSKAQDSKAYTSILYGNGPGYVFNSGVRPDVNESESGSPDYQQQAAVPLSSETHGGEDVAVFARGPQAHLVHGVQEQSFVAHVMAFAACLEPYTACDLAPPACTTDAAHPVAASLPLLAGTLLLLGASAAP
mIAP act = activators of mouse IAP, primary screen, biochemical, luminescence, uHTS; intestinal alkaline phosphatase [Mus musculus]; muIAP, CDP-Star luminescence, 30 min; hits give high values; 1 = vehicle-only enzyme signal, 0 = enzyme-free wells; activation factor at 10 µM; 330,000 compounds, 0.24% hits; AID 2805, 2010;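 active means activation factor of at least 2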; further: the source names both 10 and 20 µM as test concentration; values of inactives mirror those of a sister screen read the other way
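also added = chemiluminescent substrate CDP-Star | test system = mouse IAP enzyme | signal = chemiluminescence readout | compound = DMSO-dissolved test compounds | incubation = 30 min at room temperature | benchmarks = DMSO wells, no-enzyme wells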
mIAP inh = inhibitors of mouse IAP, primary screen, biochemical, luminescence, uHTS; inhibition, % at 10 µM; AID 2806, 2010; 330,000 compounds, 0.2% hits; intestinal alkaline phosphatase [Mus musculus]; purified mouse IAP, CDP-Star luminescence, 30 min;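 active means inhibition of at least 40% at 10 µM in the primary screen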;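 further: plate controls were DMSO with enzyme for no effect and no enzyme wells for full effect; values of inactives mirror those of a sister screen read the other way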
hIAP inh = human IAP inhibitors, primary screen, biochemical, luminescence, uHTS; Intestinal-type alkaline phosphatase (Homo sapiens), P09923; purified IAP, CDP-Star luminescence, 30 min; inhibition, % at 10 µM; 330,000 compounds, 0.12% hits; AID 2544, 2010;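 active means inhibition reaching a set limit with compound at 10 µM in the primary screen, cut at about 35% in these data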;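 further: plate controls were DMSO wells with enzyme for no effect and no-enzyme buffer wells for full effect; values of inactives mirror those of a sister screen read the other way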
APOBEC3A inh = APOBEC3A ssDNA deaminase inhibitors, primary screen, selectivity assay for APOBEC3G inhibitor project, biochemical, FAM/TAMRA oligo cleavage fluorescence. recombinant A3A, FAM/TAMRA ssDNA deamination fluorescence. 330,000 compounds, 0.41% hits. inhibition, % at 20 µM. DNA dC->dU-editing enzyme APOBEC-3A (Homo sapiens), P31941;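 active means at least 40% inhibition at 20 µM here, with at most 30% in a related deaminase screen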;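 further: plate controls were A3A with DMSO for no effect and wells lacking A3A enzyme for full effect; some results filed as inactive read as strong as hits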
MIN6 prolif = inducers of MIN6 beta-cell proliferation, primary screen, ATP luminescence, uHTS; proliferation, % at 10 µM; 330,000 compounds, 0.29% hits; AID 2380, 2010; MIN6 cells proliferation, ATPlite luminescence, 48 h; cells starved in 0.2% serum; 100% = growth in 10% serum;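 active means compounds whose signal lies at least 3.5 SD above the mean of all wells on their plate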;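 further: 0% = DMSO-treated cells in low-serum medium and 100% = 10% serum control; some compounds called inactive have numbers as strong as hits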
MPTP block = mitochondrial permeability transition pore inhibitors, primary screen, biochemical, isolated mouse mitochondria, absorbance; Ca2+ swelling absorbance, 30 min; inhibition, % at 10 µM; 360,000 compounds, 1.4% hits;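 active means inhibition of 50% or more, scaled per plate between neutral and stimulator controls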;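 further: 0% = DMSO wells given calcium and 100% = 1 mM EGTA wells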
Starred values were filed as active, the others as inactive; nt = no result given.

SMILES	ATG4B inhibitor	APOBEC3G inh	hIAP activ	mIAP act	mIAP inh	hIAP inh	APOBEC3A inh	MIN6 prolif	MPTP block
CCC(NC(=O)Cn1cnc2c(=O)n(C)c(=O)n(C)c21)c1ccccc1 (configuration not stated)	-2	4	1	0.99	1	-1	1	0	-0.6
CC(C)(C)C(=O)CSc1ncnc2c1cnn2-c1ccccc1	1	-13	1	0.96	4	-1	-3	-4	0.9
C=CCNC(N)=S	-3	-10	1.1	0.94	6	-6	-2	0	-0.3
Cc1ccc(/C=C/C(=O)NC2CCS(=O)(=O)C2)cc1 (configuration not stated)	-4	1	1.2	0.99	1	-17	-3	-3	-0.9
Clc1cccc(OCCCn2ccnc2)c1	1	-5	0.98	1	-4	2	-3	0	-0.1
O=C(COc1cccc(C(F)(F)F)c1)Nc1ccc(S(=O)(=O)N2CCCCC2)cc1	-4	-8	1.1	1.2	-17	-6	4	-5	0.2
COc1ccc(/C=N/NC(=O)Cn2nc([N+](=O)[O-])cc2C)c(OC)c1OC	0	13	1	1	-4	-4	5	-2	-3.2
COc1ccc(S(=O)(=O)N2CCCCC2)cc1NC(=O)c1cccnc1SC	-11	-4	1	0.99	1	-5	3	0	0.3
CCc1nccn1S(=O)(=O)c1ccc2ccc(C)cc2c1	-8	2	1.2	0.96	4	-20	0	-2	-5.7
COc1ccc(N2C(=O)CC(Sc3ncn[nH]3)C2=O)c(OC)c1 (configuration not stated)	6	46*	1	0.9	10	-1	-5	-4	-0.5
O=c1c2ccccc2nc2ccc(N3CCOCC3)nn12	-12	-2	0.98	0.97	3	2	-7	-3	-0.6
CC(C)NC(=O)NC(=O)COC(=O)c1cc[n+]([O-])cc1	-11	-8	1	1	0	-4	5	-2	2.1
CCN(CC)CCCN(Cc1cc2cc3c(cc2[nH]c1=O)OCO3)C(=S)NCCCN(C)C	5	-4	1.1	0.89	11	-11	3	-1	0.6
O=C(O)CCCc1ccc2ccc3cccc4ccc1c2c34	12	-8	1.1	1	-4	-7	-2	3	0.3
C=CCN(C(=O)c1csnn1)C(C(=O)NCc1ccc(F)cc1)c1cccs1 (configuration not stated)	0	-13	0.95	0.93	7	5	-4	-2	-1.8
CN1C(=O)C2(Nc3ccccc3-c3nc4ccccc4n32)c2ccccc21 (configuration not stated)	-8	3	1.1	1.1	-6	-11	4	-2	2.8
COCC(=O)OCC(=O)Nc1ccc(Cl)cc1[N+](=O)[O-]	0	5	0.95	1	0	5	7	-1	1.8
Cc1nc(NC(=O)COC(=O)CCC(=O)c2cccs2)c(Cl)cc1Cl	6	-5	0.97	0.93	7	3	1	6	0.5
CCOc1ccccc1NC(=O)COC(=O)c1cnc(C)cn1	-2	0	1.1	1.1	-5	-10	4	0	0.4
O=C(CCN1CCN(Cc2ccccc2)CC1)Nc1cccc(Cl)c1	5	-5	1.2	1.1	-6	-18	0	-1	-1.0
Cc1cc(C)nc(SCc2ccc(C(=O)N/N=C/c3cccnc3)cc2)n1	nt	-2	1.1	1.1	-9	-7	-8	6	2.4
c1ccc(CN(Cc2ccccc2)c2c3c(nc4ncnn24)CCC3)cc1	-5	2	1	0.92	8	-2	2	-1	5.0
CC(C)(C)C1CCC(OC(=O)c2cncc(Br)c2)CC1 (configuration not stated)	5	17	0.97	1	-5	3	3	0	-2.3
CC(C)=CCc1cc2c(=O)c3c(O)c4c(cc3oc2c(O)c1O)OC(C)C4(C)C (configuration not stated)	nt	-4	1.2	0.81	19	-17	-2	-6	nt
CCc1ccc(CN(C)C(=O)CCc2nnc(-c3ccc(-c4ccccc4)cc3)o2)nc1	-6	-7	1.1	1.1	-6	-11	-4	-4	10
CCOCCc1c(O)nc(SCCOc2ccc(C)c(C)c2)[nH]c1=O	-3	-15	0.98	0.84	16	2	-1	1	1.6
COc1ccc(OC)c(-c2cc(C(=O)Nc3cc(C)on3)no2)c1	0	-5	0.87	0.92	8	13	-4	-3	-0.2
COc1ccccc1CNC(=O)CCS(=O)(=O)c1ccc2c(c1)CCN2C(C)=O	-4	-4	0.95	0.92	8	5	-5	-2	-2.9
Cc1sc2c(c1C)c(=O)n(-c1ccccc1)c1nnc(C)n21	-8	-4	1.1	0.96	4	-5	-4	-1	0.7
CC(C)NC(=O)c1c(CSc2ccccc2)noc1C(=O)NCc1ccccc1	10	3	1	1.1	-9	-1	3	-3	0.9
Cc1ccc(-n2cc(CNCCc3cscn3)c(-c3ccc(F)cc3)n2)cc1	28	-4	1.1	0.93	7	-11	-3	-6	37
CNC(=O)CN(c1cccc(Br)c1)S(C)(=O)=O	-6	1	0.93	1.1	-8	8	-1	1	-1.6
COCCNC(=O)NC(=O)CN1C(=O)NC(Cc2c[nH]c3ccccc23)C1=O (configuration not stated)	-4	-1	1	1	-4	-4	-4	0	-0.3
O=C(O)c1c2c(nc3ccc(S(=O)(=O)N4CCC(C(=O)N5CCCCC5)CC4)cc13)CCCC2	-10	2	1	0.93	7	-2	2	-6	-3.0
CN(c1cccc(Cl)c1)S(=O)(=O)c1cccc(C(=O)Nc2nc3ccccc3[nH]2)c1	-2	3	1.2	0.93	7	-22	2	-6	2.0
CCOC(=O)C1(Cc2cccc(Cl)c2)CCCN(C(=O)c2cnn(CC)c2)C1 (configuration not stated)	3	-2	1.1	1	-2	-12	0	0	-0.6
CCN(Cc1ccncc1)C(=O)CCc1nnc(CCC2CCCCC2)o1	-2	-3	0.97	0.95	5	3	0	-2	2.3
O=C(c1ccc2oc(CCCc3ccccc3)nc2c1)N1CCCC1	6	4	0.81	1.1	-7	19	1	-2	-1.8
O=C(NCc1ccco1)C(Cc1ccccc1)N1C(=O)C2C3C=CC(C3)C2C1=O (configuration not stated)	10	-8	0.87	0.96	4	13	-4	-1	-3.9
CCOc1ccc(S(=O)(=O)NCc2ccco2)c2ccccc12	0	-5	1.1	1.1	-7	-7	0	-3	0.4
CC(Sc1ccccc1)C(=O)NN=C1CCCCCCC1 (configuration not stated)	1	-5	1	0.95	5	0	-4	-2	-0.5
CCc1ccc(NC(=O)[C@H](Cc2ccccc2)NC(=O)C2CCN(C(=O)[C@@H](N)CC(C)C)CC2)cc1	-4	-9	0.89	1.3	-30	12	-4	-4	1.2
CCN(CC)S(=O)(=O)c1ccc(Cl)c(NC(=O)COC(=O)c2nc3nc(C)cc(C)n3n2)c1	4	-3	1.3	1.1	-14	-27	1	-2	0.2
N/C(=N\OC(=O)CCC1CCCCC1)c1cccnc1	2	-5	0.98	0.98	2	2	0	-2	2.9
CC(NC(=O)Nc1nccs1)(C(F)(F)F)C(F)(F)F	12	-7	0.98	1	-3	2	-6	-4	-0.1
Cc1ccc(C)c(Cn2nc3c4ccccc4n(Cc4ccccc4)cc-3c2=O)c1	32	-3	0.97	0.91	9	3	0	-4	1.1
CCNC(=O)[C@H]1O[C@@H](n2cnc3c(N)nc(NCCc4ccc(CCC(=O)O)cc4)nc32)[C@H](O)[C@@H]1O	-3	-8	1.1	1.1	-9	-11	-4	2	-1.5
CN(C)/C=C/C(=O)c1ccc(C(F)(F)F)cc1F	3	-6	1	1	-3	0	-3	3	0.6
CC(C)NCC(O)(c1ccc(Cl)cc1)c1ccc(Cl)cc1	1	-7	1	1.1	-6	-1	-1	-2	6.8
C=CCOc1ccc(C2/C(=C(\O)c3ccc(F)cc3)C(=O)C(=O)N2CCCN(C)C)cc1 (configuration not stated)	-7	11	1.1	1	-4	-7	-9	-1	0.5

(cont.)
SMILES	ATG4B inhibitor	APOBEC3G inh	hIAP activ	mIAP act	mIAP inh	hIAP inh	APOBEC3A inh	MIN6 prolif	MPTP block
O=C(CSCC(=O)Nc1nccs1)Nc1ccccc1	-11	-1	0.95	0.97	3	5	-2	-1	0.1
COc1ccccc1NC(=O)c1ccc(NC(=O)CN2C(=O)CN(C)C2=O)cc1	-11	-8	1.1	1	-1	-5	2	-2	2.3
CCC(=O)N1CCN(c2ccccc2NC(=O)COc2cc(C)ccc2C(C)C)CC1	-4	3	0.92	1	-1	8	4	-2	1.0
Cc1ccc2cc(CN(CCCN(C)C)C(=S)NCc3ccccc3)c(=O)[nH]c2c1C	1	-1	1	0.93	7	-1	4	-6	7.8
Cn1c(CNC(=O)c2ccc(F)cc2)cc2ccccc21	-4	-6	1.3	1	-3	-26	-4	-1	0.8
Cc1ccc2ccccc2[n+]1CCCS(=O)(=O)[O-]	-8	0	1	1.1	-6	-4	7	3	-0.5
O=C(Nc1ccc2nc3n(c(=O)c2c1)CCCCC3)c1c(F)ccc([N+](=O)[O-])c1F	-10	-6	1.1	0.95	5	-11	-3	-8	-2.1
CC(C)CCOc1ccc(C(=O)NCCC(=O)N2CCOCC2)cc1	-3	-3	1.2	1.2	-21	-16	-6	-2	-2.2
CCOC(=O)C(CC)/C(C)=N\NC(=O)c1cccc(C)c1 (configuration not stated)	0	-6	0.95	0.88	12	4	-3	-3	-1.9
CC(=O)c1cccc(NC(=O)COC(=O)CCC(=O)c2ccc(F)cc2)c1	-3	-7	1	0.94	6	-2	-5	-4	-0.4
CCOC(=O)c1[nH]c2ccc(OC)cc2c1NC(=S)N1CCN(c2ccccn2)CC1	-4	-1	0.96	0.99	1	4	3	-1	1.1
O=C(OCc1ccc(Cl)cc1Cl)c1cccnc1Cl	-12	1	1.1	1	-2	-6	1	3	0.4
CSc1ccc(C(=O)C2CCCN(C(=O)c3cccc(N4CCOCC4)c3)C2)cc1 (configuration not stated)	3	-7	1	1	0	0	-1	-3	0.2
CNC(=O)c1[nH]cnc1C(=O)N[C@@H](C)C(=O)OCc1ccccc1	8	-13	1.7	0.83	17	-65	-4	1	-3.4
COc1ccc(NC(=O)c2ccc(COc3ccccc3Br)o2)c(OC)c1	15	-4	1.1	0.97	3	-6	-2	3	1.3
COc1ccc(Cc2nc3ccc(C(=O)NC(C)Cc4ncccc4C)cc3o2)cc1OC (configuration not stated)	-8	-9	0.9	0.97	3	10	-2	2	-1.0
CC(C)NC(=O)N(C)C[C@H]1Oc2c(NS(=O)(=O)c3cn(C)cn3)cccc2C(=O)N([C@H](C)CO)C[C@@H]1C	-9	-5	1	0.97	3	-4	0	1	-2.8

An excerpt from above, showing only MIN6 prolif and APOBEC3A inh:
| Compound | MIN6 prolif | APOBEC3A inh |
| --- | --- | --- |
| COc1ccccc1CNC(=O)CCS(=O)(=O)c1ccc2c(c1)CCN2C(C)=O | -2 | -5 |
| Cc1sc2c(c1C)c(=O)n(-c1ccccc1)c1nnc(C)n21 | -1 | -4 |

Rows were taken by chance (roughly 3.3% active in at least one column).
